# Bioassay records from PubChem BioAssay.
# Rad51 HR inh – Rad51 (human) homologous recombination inhibition | Q06609 | hit rate 0.085% among 200,000 | hRad51 DNA strand exchange, fluorescence dequenching | inhibition, % at 10 µM;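 active = inhibition above 40% at the single screening dose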;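 also: 0% = DMSO control wells and 100% = blanks with heterologous ssDNA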
# Target sequence (Q06609 whole entry, looked up): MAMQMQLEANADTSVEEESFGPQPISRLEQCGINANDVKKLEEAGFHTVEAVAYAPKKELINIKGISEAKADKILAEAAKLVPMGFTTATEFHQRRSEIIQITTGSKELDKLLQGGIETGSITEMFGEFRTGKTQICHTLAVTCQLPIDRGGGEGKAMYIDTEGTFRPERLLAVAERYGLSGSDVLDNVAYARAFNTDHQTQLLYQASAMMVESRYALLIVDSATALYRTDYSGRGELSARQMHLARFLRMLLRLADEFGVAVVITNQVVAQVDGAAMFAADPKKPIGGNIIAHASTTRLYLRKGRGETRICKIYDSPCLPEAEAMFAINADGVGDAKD
#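 Assay system: Human Rad51 nucleoprotein filaments preassembled on unlabelled ssDNA | Reagent: Donor/quencher-labelled 47-bp dsDNA substrate | Doses: One concentration, 10 µM final | Times: 37 °C 15-min filament assembly, 30-min compound preincubation, 15-min exchange | Technique: Fluorescein emission 520 nm, excitation 485 nm | Benchmarks: Plate control and blank wells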
# hK5 inh – kallikrein 5 (human) inhibition. AID 873. hit rate 0.59% among 210,000. recombinant hK5, fluorogenic AMC substrate cleavage. inhibition, % at 5 µM;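 active = inhibition of 40% or more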;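 also: 0% = enzyme controls without compound and 100% = no-enzyme blanks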
# Hck Nef HTS – human Hck-Nef kinase inhibition | P08631 | Recombinant Hck-YEEI plus Nef, Z-Lyte FRET kinase assay | inhibition, % at 20 µM | hit rate 0.68% among 220,000 | AID 463187;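 active = Hck-Nef kinase inhibition above about 50%, limit read from the data; inactive = inhibition below that limit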;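 also: 0% = DMSO with Hck plus Nef and 100% = Hck alone without Nef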
# Target sequence (P08631 whole entry, looked up): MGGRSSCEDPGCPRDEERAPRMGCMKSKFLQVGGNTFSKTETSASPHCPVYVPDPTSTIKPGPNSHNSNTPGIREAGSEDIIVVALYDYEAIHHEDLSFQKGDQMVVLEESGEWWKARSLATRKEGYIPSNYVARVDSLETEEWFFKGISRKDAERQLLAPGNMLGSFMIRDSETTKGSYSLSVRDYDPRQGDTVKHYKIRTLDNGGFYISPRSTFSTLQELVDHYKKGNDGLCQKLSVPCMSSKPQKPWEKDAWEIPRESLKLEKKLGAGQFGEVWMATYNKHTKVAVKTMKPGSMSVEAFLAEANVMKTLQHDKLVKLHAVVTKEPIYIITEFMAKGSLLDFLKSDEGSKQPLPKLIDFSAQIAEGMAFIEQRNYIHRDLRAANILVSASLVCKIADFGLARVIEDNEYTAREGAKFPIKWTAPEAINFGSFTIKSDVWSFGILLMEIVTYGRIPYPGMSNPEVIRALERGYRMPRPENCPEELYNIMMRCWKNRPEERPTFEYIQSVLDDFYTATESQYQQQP
# L929 necroptosis – blocks zVAD induced death of L929 cells; L929 zVAD necroptosis rescue, ATP luminescence, 24 h; with zVAD 60 µM; AID 1377; viability rescue, % at 10 µM; hit rate 0.38% among 220,000;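 active = activation, scaled between plate controls, above about 75%, limit read from the data; inactive = activation under that limit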;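 also: 0% = zVAD with DMSO and 100% = DMSO alone without zVAD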
# TNF death inh – blocks TNF-alpha induced death of Jurkat FADD-/- cells | Jurkat FADD-/- TNF necroptosis rescue, ATP luminescence, 24 h; 0 = TNF only, 100 = no-TNF cells | activation (protection from cell death), % at 10 µM | hit rate 0.068% among 220,000 | AID 463075;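 active = activation, meaning protection from cell death, of at least 50% relative to plate controls; inactive = activation below 50%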;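 also: necroptosis triggered by 40 ng/mL TNF-alpha added together with compound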
# KCC2 mod – KCC2 (human) Cl- transport modulation | Q9H2X9 | KCC2 cells, thallium flux FluoZin-2 fluorescence | B-score of Tl+ flux slope (higher = more flux/activation; lower = inhibition) at 10 µM | hit rate 2.2% among 190,000;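 active = thallium flux slope and its plate-corrected score both differing from the plate sample mean at a set confidence after two filtering rounds, in either direction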;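 also: slope of fluorescence scaled to starting intensity during 10 to 20 s after thallium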
# thrombin 1536 – inhibitors of human thrombin; alpha-thrombin, Boc-VPR-AMC fluorogenic substrate cleavage; inhibition, % at 5 µM; hit rate 0.26% among 220,000; AID 1046;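 active = inhibition at or above 40%; inactive = inhibition below 40%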;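 also: 0% = enzyme with no compound and 100% = wells without enzyme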
#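 Assay system: human alpha-thrombin enzyme. Reagent: Boc-VPR-AMC substrate, 15 µM final. Compound dosing: one concentration per compound, 5 µM, with 0.2% DMSO. Incubation: room-temperature reaction. Technique: AMC fluorescence, 355/460 nm. Measure: % inhibition relative to enzyme controls and enzyme-free blanks.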
# FXIa inh – inhibitors of human coagulation factor XIa | P03951 | purified FXIa, Boc-Glu-Ala-Arg-AMC fluorogenic substrate | inhibition, % at 5 µM | hit rate 0.14% among 220,000;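 active = inhibition of at least 40%; inactive = inhibition below 40%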;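 also: fluorescence of freed AMC excited at 355 nm; 0% = enzyme without compound and 100% = no enzyme blank; many of its hits are not listed in these tables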
# FXIIa inh 1536 – factor XIIa (human) inhibition; purified FXIIa, Boc-QGR-AMC fluorogenic substrate, 2 h; inhibition, % at 5 µM; hit rate 0.3% among 220,000; AID 800; in the data active = inhibition above about 40%;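 also: 0% = enzyme with no compound and 100% = blank without enzyme; many of its hits are not listed in these tables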
# Active calls of the source: *; i = inactive; . = not tested or not shown.
# Key to letters: A = Rad51 HR inh; B = hK5 inh; C = Hck Nef HTS; D = L929 necroptosis; E = TNF death inh; F = KCC2 mod; G = thrombin 1536; H = FXIa inh; I = FXIIa inh 1536
SMILES: Cc1cc(C)nc(N2CCCC(C(=O)NCCc3ccccc3F)C2)n1 (stereo not drawn)
  A: 2	B: -23	C: 5	D: 0.6	E: 0.0	F: .	G: 3	H: 8	I: 18
SMILES: O=C(c1ccccc1)N1CCN(C(=O)c2ccc([N+](=O)[O-])cc2)CC1
  A: -8	B: -7	C: 2	D: 0.3	E: 1.4	F: 1.4	G: -12	H: -2	I: -1
SMILES: NC(=O)c1snnc1-c1ccccc1
  A: 14	B: 5	C: -1	D: 3.1	E: 16	F: 1.6	G: -5	H: -13	I: 4
SMILES: COc1ccc(C2=CC(c3ccc(Cl)cc3)n3cnnc3N2)cc1OC (stereo not drawn)
  A: -18	B: 7	C: -12	D: 0.4	E: 0.0	F: -1.8	G: -8	H: -9	I: 8
SMILES: CCOC(=O)N1CCN(/C=C(\C#N)c2nc3ccccc3s2)CC1
  A: -211	B: 11	C: 3	D: 1.6	E: -0.5	F: .	G: -6	H: -3	I: 0
SMILES: Cc1ccc(OCc2nc(-c3ccccn3)no2)cc1
  A: 1	B: 0	C: -2	D: -0.5	E: 0.6	F: -0.071	G: 1	H: 0	I: 8
SMILES: NC(=O)NC(=O)COC(=O)c1ccc(OC(F)F)cc1
  A: .	B: -1	C: 8	D: 0.1	E: 0.5	F: 1.3	G: 1	H: 2	I: 8
SMILES: O=C(O)CCCC(=O)Nc1ccc(Sc2ccc([N+](=O)[O-])cc2)cc1
  A: -1	B: -5	C: 1	D: 0.3	E: -1.5	F: .	G: 7	H: 8	I: 13
SMILES: C=C(C)CNC(=S)NNC(=O)c1ccncc1
  A: 3	B: -2	C: 17	D: 16	E: -0.1	F: -0.85	G: 0	H: -5	I: 12
SMILES: c1ccc(-c2cnnc(N3CCCCC3)n2)cc1
  A: 4	B: -8	C: 1	D: 13	E: -0.1	F: .	G: -5	H: 0	I: 6
SMILES: COc1ccc(CN2CCOCC2)cc1Br
  A: 3	B: 23	C: 1	D: 0.2	E: 1.7	F: 1.4	G: -3	H: -12	I: 0
SMILES: CC(=O)c1cnc(SCc2ccc(Cl)cc2)nc1C
  A: -2	B: -8	C: 4	D: 0.4	E: -0.4	F: 1.3	G: 0	H: -3	I: -2
SMILES: Cc1cc(C)c(NC(=O)CSc2nc3ccc(N4C(=O)c5ccccc5C4=O)cc3s2)c(C)c1
  A: 8	B: -2	C: 0	D: 1.4	E: 0.9	F: -0.022	G: 3	H: -3	I: 6
SMILES: CC(C)(C)c1ccc(OCC(O)CN(CCO)CC(O)Cn2ccc3ccccc32)cc1 (stereo not drawn)
  A: 4	B: -1	C: 1	D: 0.6	E: 2.1	F: -0.046	G: -4	H: 11	I: 4
SMILES: O=[N+]([O-])c1ccc2c(c1)nc1n2CCSC1
  A: 13	B: 2	C: 21	D: 1.0	E: 4.2	F: -0.024	G: 3	H: 2	I: 10
SMILES: COc1cc(OC)c(OC)cc1/C=N/NC(=O)c1ccc(=O)n(C)c1
  A: -3	B: 11	C: -1	D: 2.1	E: 0.0	F: 0.19	G: -6	H: -8	I: 3
SMILES: Cn1c(=O)c(C(=S)NC(=O)C2CC2)c(N)n(Cc2ccccc2)c1=O
  A: 3	B: -14	C: 0	D: -0.1	E: -2.2	F: 10*	G: -9	H: -8	I: -19
SMILES: COc1ccc(NC(=O)c2ccco2)cc1N
  A: -5	B: -11	C: 2	D: 0.1	E: -4.9	F: -0.48	G: 0	H: 4	I: -5
SMILES: CC(=O)Cc1nsc(Nc2ccc3c(c2)OCCO3)n1
  A: 3	B: 5	C: -1	D: 0.0	E: -1.9	F: 0.018	G: 5	H: 2	I: -1
SMILES: CC1=CS/C(=C(/C#N)C(=O)NCc2ccco2)N1c1ccccc1
  A: 1	B: 2	C: 2	D: 3.1	E: 0.4	F: -0.84	G: 1	H: 0	I: 12
SMILES: COC(=O)c1ccc2nc(C(F)(F)F)[nH]c2c1
  A: .	B: -4	C: -1	D: 0.8	E: 0.1	F: 0.52	G: 2	H: 1	I: 12
SMILES: O=C1CCC(c2ccccc2)(c2ccccc2)CC1
  A: 12	B: 0	C: 18	D: 0.2	E: 1.0	F: 0.01	G: 1	H: 3	I: 10
SMILES: COc1ccc(-n2c3c(cc(C(=O)N4CCC(C)CC4)c2=O)C(=O)CC(C)(C)C3)cc1
  A: 6	B: -1	C: 0	D: -0.3	E: -0.5	F: 0.27	G: -6	H: 1	I: 9
SMILES: COc1ccc(-n2c(C)cc(C(=O)CN3C(=O)C(=O)N(Cc4ccccc4)C3=O)c2C)cc1
  A: 26	B: -5	C: 14	D: 2.6	E: 0.2	F: -2	G: -5	H: -2	I: 3
SMILES: NNc1cc(C(=O)O)ccc1Cl
  A: .	B: -6	C: -23	D: 1.1	E: 0.6	F: 1.2	G: -6	H: -6	I: 4
SMILES: CN(CC#CC1(O)c2ccccc2-c2ccccc21)Cc1ccccc1
  A: 11	B: -19	C: 3	D: 0.7	E: 1.8	F: 0.22	G: 0	H: 6	I: 11
SMILES: COc1ccc(CNC(=O)COC(=O)c2ccccn2)cc1
  A: -9	B: -6	C: 13	D: 1.6	E: 1.8	F: 0.13	G: -12	H: -3	I: 5
SMILES: COC(=O)Nc1ncc(CN2CCc3ccccc3C2)s1
  A: 3	B: 2	C: -1	D: 0.0	E: 0.0	F: .	G: -3	H: -38	I: 0
SMILES: CC(=O)Nc1ccc(NC(=O)c2ccco2)cc1
  A: -4	B: -11	C: 1	D: -0.3	E: -1.9	F: -0.25	G: 0	H: 7	I: 14
SMILES: COCCNC(=O)c1ccc(N2CCCCC2)c(NS(=O)(=O)c2ccc(C)cc2)c1
  A: 2	B: -13	C: 2	D: 0.2	E: -0.8	F: -1.3	G: -2	H: -4	I: 9
SMILES: CCOC(=O)c1[nH]c(C)c(C(=O)NCc2ccc(C)cc2)c1C
  A: -4	B: -5	C: 0	D: 2.6	E: 0.9	F: .	G: -1	H: 7	I: 17
SMILES: Cc1ccccc1C(=O)c1c[nH]c(C(N)=O)c1
  A: 11	B: 3	C: 2	D: 0.1	E: -3.7	F: 0.81	G: -2	H: 6	I: 5
SMILES: COC(=O)c1c(NC(=O)CC2Nc3ccccc3NC2=O)sc(C)c1C (stereo not drawn)
  A: -7	B: 29	C: 12	D: 0.3	E: -0.4	F: .	G: 2	H: 27	I: 10
SMILES: O=c1cc2oc3cc(O)c(O)cc3c(-c3ccccc3O)c-2cc1O
  A: -408	B: -9	C: 27	D: 1.0	E: -12	F: i	G: -4	H: 2	I: 5
SMILES: Cc1ccc(C)c(OCC(=O)NCC(C)C)c1C
  A: 2	B: -14	C: 5	D: 0.7	E: 0.0	F: 0.12	G: -3	H: 8	I: 13
SMILES: C=CCSc1nc(-c2ccccc2)c(C#N)c(=O)[nH]1
  A: 6	B: -27	C: 3	D: 0.4	E: 0.3	F: -1.7	G: -12	H: -3	I: -8
SMILES: O=c1cc(CSc2nnc(COc3ccccc3Cl)o2)nc2sccn12
  A: -6	B: -18	C: 0	D: -0.5	E: -3.3	F: -3.4	G: 1	H: 11	I: 19
SMILES: CCOC(=O)c1c(C)nc2sc(C(=O)Nc3ccc(C(C)=O)cc3)c(N)c2c1-c1ccc(OC)cc1
  A: 7	B: -6	C: 3	D: 0.8	E: -11	F: -0.89	G: 4	H: 0	I: 8
SMILES: Cn1cc([C@@H]2C[C@H]3CN(Cc4cccc(Cl)c4)C(=O)[C@]34CCCN24)c2ccccc21
  A: 12	B: .	C: 6	D: -0.1	E: -0.1	F: -0.98	G: -2	H: 1	I: 11
SMILES: Cc1ccccc1SCC(=O)Nc1ccc(N2CCOCC2)cc1
  A: 0	B: 2	C: 27	D: 12	E: -0.2	F: 0.012	G: -10	H: 0	I: 7
SMILES: COCCn1c(CCc2ccccc2)n[nH]c1=S
  A: 1	B: -3	C: 17	D: 6.1	E: 0.9	F: .	G: -9	H: -6	I: 5
SMILES: COc1ccc(N2CCN(C(=O)CCNS(=O)(=O)c3cccs3)CC2)cc1
  A: 4	B: -20	C: -13	D: 0.1	E: 0.2	F: 0.19	G: -1	H: 8	I: 8
SMILES: COCCCNC(=O)Cn1cc(/C=C(\C#N)C(=O)N2CCN(c3ccccc3)CC2)c2ccccc21
  A: 3	B: -13	C: 2	D: 1.7	E: 4.9	F: 1.6	G: -7	H: -3	I: 5
SMILES: O=[N+]([O-])c1ccc(OS(=O)(=O)Cc2ccccc2)cc1
  A: .	B: 1	C: 11	D: 0.6	E: 4.7	F: 0.89	G: -4	H: 5	I: 5
SMILES: Cc1ccc2cc(C#N)c(N3CCCN(C(=O)C4CCCO4)CC3)nc2c1 (stereo not drawn)
  A: -5	B: -17	C: 12	D: 0.1	E: -0.8	F: -0.67	G: 4	H: -1	I: 2
SMILES: COc1ccc(S(=O)(=O)N(C)CC(=O)N2CCC(C(N)=O)CC2)cc1
  A: 5	B: -35	C: -1	D: -0.2	E: -0.4	F: 0.88	G: -2	H: 2	I: 13
SMILES: Cc1ccsc1C(C(=O)NC(C)(C)C)N(C(=O)c1csnn1)c1ccccc1 (stereo not drawn)
  A: 5	B: -1	C: -2	D: -0.1	E: 0.6	F: 0.11	G: -8	H: 1	I: -1
SMILES: O=c1c2c(ncn1Cc1ccccc1)nc1n2CCC1
  A: 6	B: -12	C: 4	D: -0.1	E: 1.0	F: 0.011	G: -3	H: 3	I: 3
SMILES: CCc1ccc2[nH]c(=O)c(CN(Cc3ccccc3)Cc3nnnn3Cc3ccco3)cc2c1
  A: -28	B: 16	C: 0	D: 0.1	E: -1.8	F: -0.61	G: -1	H: -1	I: 9
SMILES: CCOCCCNC(=O)NC(=O)CN1CCN(S(=O)(=O)c2ccc3c(c2)OCCO3)CC1
  A: -1	B: -1	C: -9	D: 0.2	E: 0.4	F: -0.034	G: -7	H: -4	I: 4

# (further entries)
# Key to letters: A = Rad51 HR inh; B = hK5 inh; C = Hck Nef HTS; D = L929 necroptosis; E = TNF death inh; F = KCC2 mod; G = thrombin 1536; H = FXIa inh; I = FXIIa inh 1536
SMILES: Cc1cccc(N(C(=O)c2nsc(Cl)c2Cl)C(C(=O)NC2CCCC2)c2ccc(O)cc2)c1 (stereo not drawn)
  A: .	B: -3	C: 0	D: 0.9	E: 1.2	F: -0.22	G: 0	H: 1	I: 9
SMILES: CC1CC(=O)C2=C(C1)Nc1ncnn1C2c1ccccc1 (stereo not drawn)
  A: 0	B: -25	C: 1	D: 1.3	E: 0.4	F: .	G: -1	H: 5	I: 5
SMILES: COc1ccc(OC)c(NS(=O)(=O)c2cc(OC)ccc2OC)c1
  A: 10	B: -11	C: 1	D: -0.2	E: -2.3	F: -0.097	G: -1	H: 0	I: 6
SMILES: CC(C)CNC(=S)NNC(=O)c1ccccc1OC(F)F
  A: .	B: -184	C: -2	D: 0.0	E: 1.0	F: 1.3	G: 4	H: 4	I: 12

# Some of the compounds tested. The share of hits here may be higher or lower than overall.
